Large T inhibition: TAg ATPase/helicase activity blockers – biochemical (AID 1903); SV40 large T antigen ATPase/helicase inhibition assay; higher % means a stronger effect; inhibition, % at 20 µM; hits with a dose series show IC50 in µM; hit rate 0.39% among 310,000; in the data active = a potency from the dose series; inconclusive = inhibition mostly from about 32% at the one dose, without a potency; inactive = the rest, 99 in 100 with inhibition below about 32%; also: strong numbers were not always called active
West Nile virus CPE: West Nile virus antiviral activity, cell-based, CPE readout (AID 1621) | hit rate 0.02% among 290,000 | CPE inhibition, % at 10 µM; hits with a dose series show IC50 in µM | West Nile virus-infected cells, CPE inhibition; higher % means a stronger effect; in the data active = a potency from the dose series; inconclusive = CPE inhibition mostly from about 3.7% at the one dose, without a potency; inactive = the rest, 99 in 100 with CPE inhibition below about 2.2%; also: strong numbers were not always called active
UTI89 phage lysis: inhibition of K1F phage lysis, E. coli UTI89, bacterial capsule biogenesis inhibitors, alamar blue (AID 488966) | inhibition, % at 100 µM; hits with a dose series show IC50 in µM | hit rate 0.02% among 340,000 | E. coli UTI89 K1F phage lysis, alamar blue, 2 h; higher % means a stronger effect;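 active = phage lysis inhibition, versus mean bacterial control, above a set limit; inconclusive = no clear call, values can overlap the other calls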;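 also: capsule biogenesis inhibitors block K1F phage lysis so surviving cells raise fluorescence; higher fluorescence means more inhibition of phage lysis; actives were called in the ten point dose series up to 300 µM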
NTR1 agonist: NTR1-driven beta-arrestin-GFP spot formation – imaging, U2OS cells, high content, primary screen (AID 493036); hit rate 0.17% among 330,000; activation, % at 20 µM; agonist mode;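 active = activation at or above 40% of the spot to cytoplasm intensity ratio, with at least 20 cells analyzed; inconclusive = wells under 20 cells, flagged as cytotoxic or low count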;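 also: 0% = DMSO without peptide and 100% = 100 nM NTR1 peptide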
Target sequence (P30989 whole entry, looked up): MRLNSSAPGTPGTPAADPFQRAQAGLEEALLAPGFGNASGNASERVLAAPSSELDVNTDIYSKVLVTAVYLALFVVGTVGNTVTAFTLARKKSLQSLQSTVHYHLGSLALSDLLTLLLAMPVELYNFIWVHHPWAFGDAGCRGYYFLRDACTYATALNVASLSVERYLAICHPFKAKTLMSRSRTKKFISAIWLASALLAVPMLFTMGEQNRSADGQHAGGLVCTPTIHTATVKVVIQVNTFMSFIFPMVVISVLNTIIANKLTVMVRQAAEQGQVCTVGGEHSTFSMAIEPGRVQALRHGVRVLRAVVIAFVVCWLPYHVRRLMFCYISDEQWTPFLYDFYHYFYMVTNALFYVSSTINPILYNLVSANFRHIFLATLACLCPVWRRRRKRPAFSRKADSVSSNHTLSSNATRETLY
Siah-1 displacement: blockers of Siah-1 interaction with plectin peptide – biochemical, fluorescence polarization, rhodamine-plectin, uHTS, primary screen (AID 1817) | Siah-1 / rhodamine-plectin peptide fluorescence polarization; higher % means a stronger effect | hit rate 0.02% among 290,000 | displacement, % at 20 µM; hits with a dose series show IC50 in µM;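 active = displacement of at least 50% at 20 µM, with a fluorescence ratio check between 0.3 and a set limit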;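 also: plate controls were Siah plus tracer with DMSO for no effect and tracer alone without Siah for full effect; strong numbers were not always called active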
Dengue-2 NS5 capping: Dengue-2 NS5 methyltransferase inhibitors, primary screen, biochemical, confirmation dose response (AID 588689); inhibition, % at 25 µM; hits with a dose series show IC50 in µM; Dengue-2 NS5 methyltransferase capping enzyme assay, biochemical; higher % means a stronger effect; hit rate 0.3% among 340,000; in the data active = a potency from the dose series; inconclusive = inhibition above about 29% without an active follow-up result
RSV CPE inhibition: RSV antiviral activity via CPE protection, HEp-2 cells, primary 10 µM value included (AID 2391). CPE inhibition, % at 10 µM, or IC50 in µM where a hit was titrated. hit rate 0.13% among 310,000. HEp-2 cells, RSV-induced CPE inhibition; higher % means a stronger effect; in the data active = a potency from the dose series; inconclusive = CPE inhibition mostly from about 23% at the one dose, without a potency; inactive = the rest, 99 in 100 with CPE inhibition below about 21%; also: strong numbers were not always called active
Rac1 GTP hydrolysis: MgcRacGAP GTPase-activating activity inhibitors, confirmation, biochemical, ADP Hunter fluorescence. one-dose inhibition, % at 30 µM; IC50 in µM for titrated hits. MgcRacGAP-stimulated Rac1 GTP hydrolysis, ADP Hunter fluorescence; higher % means a stronger effect; GST-tagged Rac1 F28L mutant substrate. hit rate 0.6% among 340,000. AID 624330;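 active = first-screen hits whose inhibition reached a set limit at any dose in the follow-up dose series; inconclusive = inhibition above the set first-screen limit but never retested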;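 also: fluorescence reports GDP produced by GAP-driven GTP hydrolysis; strong numbers were not always called active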
AID2073: disruptors of CaV2.2 binding to Mint1 – biochemical, HTRF (AID 2073); HTRF protein-protein interaction, Mint1-CaV2.2; higher % means a stronger effect; one-dose inhibition, % at 20 µM; IC50 in µM for titrated hits; hit rate 0.19% among 290,000; in the data active = inhibition mostly above about 51%, no sharp cut-off; inconclusive = no clear call, values can overlap the other calls; inactive = mostly below about 53%; also: some results filed as inactive read as strong as hits
NTR1 agonist cell count 20 µM: second read-out of NTR1 agonist, no call of its own (marks repeat the call); cell count; measured here: cell count, cytotoxicity flag
Dengue-2 NS5 capping pilot replicate: second read-out of Dengue-2 NS5 capping, no call of its own (marks repeat the call); inhibition, %; measured here: pilot screen replicate inhibition
* marks the source's active call; other numbers are inactive results; i = inactive; ? = inconclusive; . = not tested or not shown; [ ] = remark or other dose. Compounds were not picked by outcome; overall some 1.6% were active at least once.

SMILES | Large T inhibition | West Nile virus CPE | UTI89 phage lysis | NTR1 agonist | NTR1 agonist cell count 20 µM | Siah-1 displacement | Dengue-2 NS5 capping | RSV CPE inhibition | Rac1 GTP hydrolysis | AID2073 | others
CCC(=O)c1c[nH]c(C(=O)NCc2ccccc2OC)c1 | 4% | 0.2% | 0.0% | -1.0 | 87 | 2% | 0% | 1.0% | 6% | 6%
COc1ccc(C2CC(c3ccccc3Cl)=NN2c2ccc(S(N)(=O)=O)cc2)cc1 (stereo not drawn) | . | . | 0.0% | 14 | 61 | . | 1% | . | 8% | . | Dengue-2 NS5 capping pilot replicate=0.0
O=C1C2CCCCC2C(=O)N1c1cccc(OS(=O)(=O)c2ccccc2)c1 (stereo not drawn) | 0% | 0.1% | 0.2% | 0.8 | 38 | 3% | 2% | 2.2% | 11% | 3%
Cc1ccc2cc(CN(c3cccc(C)c3C)S(=O)(=O)c3ccccc3)c(=O)[nH]c2c1 | 8% | 0.1% | 0.2% | 6.3 | 62 | 2% | 4% | 3.1% | 11% | 11%
CC(Oc1ccccc1F)c1ccnc2nc(/N=C/N(C)C)nn12 (stereo not drawn) | 7% | 0.7% | -0.3% | 2.1 | 55 | 16% | -7% | -0.4% | -1% | 8%
CC(C)=C(NC(=O)c1ccccc1)C(=O)NCCc1nc2ccccc2[nH]1 | -1% | 0.2% | 0.2% | -0.2 | 68 | -1% | -14% | 1.0% | 3% | -1%
CCN1CCc2c(sc(NC(=O)COc3ccccc3)c2C(=O)OC)C1 | -5% | -0.3% | 2.1%[50 µM] | 0.4 | 71 | 0% | 1% | 1.9% | 14% | 10%
CCn1c(SCC(=O)N/N=C/c2ccc(C)o2)nnc1-c1ccccc1 | 8% | 0.5% | -0.4% | 11 | 80 | -1% | 13% | 0.4% | -7% | -50%
Cc1cc(C2C(C#N)=C(N)SC(N)=C2C#N)c(C)s1 | 25% | . | -0.8% | -1.4 | 49 | 3% | ? | 1.4% | 13% | 5%
O=C(NCCCN=C1NS(=O)(=O)c2ccccc21)c1ccncc1 | -2% | 0.0% | 0.8% | 1.6 | 66 | 1% | 8% | -0.1% | 3% | ?
COc1cc(C(=O)COC(=O)c2ccncc2)cc(OC)c1OC | . | . | -3.0% | -0.9 | 61 | . | 0% | . | 4% | .
O=C(Nc1nc2ccccc2s1)c1ccc2c(c1)S(=O)(=O)c1ccccc1C2=O | 15% | 0.1% | . | . | . | 3% | . | . | . | -4%
CCc1ccc(OCC(=O)O/N=C(\N)Cc2ccc([N+](=O)[O-])cc2)cc1 | 10% | -0.8% | 0.4% | 0.1 | 62 | -10% | . | 3.1% | 1% | -2%
CCc1nnc(NS(=O)(=O)c2ccc(NC(=S)NC(=O)c3ccc(F)cc3)cc2)s1 | 0% | 1.4% | -0.9%[50 µM] | -1.0 | 79 | 0% | 0% | 5.1% | 16% | -8%
O=C(CNC(=O)c1cccs1)N/N=C/c1c[nH]c2ccccc12 | -4% | 0.1% | i | 1.0 | 50 | 0% | -16% | 3.6% | 0% | 2%
COc1ccc(Br)cc1Cn1nnc(C(=O)Nc2ccc3c(c2)OCCO3)c1N | 4% | -0.1% | 0.3% | 1.3 | 66 | 2% | -9% | 4.1% | 5% | -11%
CC(=O)Oc1c2occc2cc2ccc(=O)oc12 | 19% | 0.2% | -0.7% | 1.0 | 27 | 1% | 14% | 7.1% | 13% | -6%
C=CCSC1=NN2CCS(=O)(=O)N=C2S1 | 11% | 0.1% | 0.3% | 1.7 | 26 | -3% | -10% | 7.3% | 5% | 2%
Cc1oc(-c2ccccc2F)nc1CS(=O)(=O)CC(=O)NCCCN1CCN(C)CC1 | 7% | 0.7% | 1.4% | 0.3 | 53 | -3% | 2% | 0.8% | 9% | 32%
C=CCO/N=C(/C)c1c(O)c(CC)c(-c2ccccc2)n(-c2ccccc2)c1=O | 8% | 0.6% | 6.5% | 6.9 | 53 | -5% | 4% | 10% | 2% | 1%
Cc1ccc(Cl)cc1Nc1nc(-c2sc(NC(=O)c3ccccc3)nc2C)cs1 | 12% | -0.4% | . | 1.0 | 79 | 0% | . | 1.2% | . | -13%
CNC(=O)CN(c1ccc(Oc2ccccc2)cc1)S(=O)(=O)c1ccc(C)cc1 | 26% | 0.9% | -0.9%[50 µM] | 0.8 | 47 | 10% | -6% | 0.6% | 5% | 2%
CCC(C(=O)NC1CCCC1)N(C(=O)c1snc(C(N)=O)c1N)c1ccc(C)cc1C (stereo not drawn) | -1% | -0.6% | 0.1% | 2.1 | 51 | 2% | -4% | 4.4% | 12% | 20%
COC(=O)CSc1nc2sc(C)c(C)c2c(=O)n1C | 9% | 0.0% | 0.1% | -0.5 | 82 | -3% | -1% | -0.7% | 11% | -8%
COc1ccc(CNc2ncnc3cc(Cl)ccc23)cc1 | 5% | -1.2% | -0.1% | 2.3 | 30 | 8% | -7% | 0.8% | 6% | -1%
Nc1nc(CN2CCN(Cc3ccccc3)CC2)nc(Nc2ccccc2)n1 | 3% | -0.3% | 3.1% | -1.5 | 86 | -2% | -11% | . | 3% | 3%
O=c1c2oc3ccccc3c2[nH]c(=S)n1-c1ccc(F)cc1 | 19% | -0.8% | 0.0% | 3.2 | 56 | -3% | 0% | 19% | 0% | 25%
O=C(Nc1nc(-c2cccs2)c(C(=O)C(F)(F)F)s1)c1ccccc1 | 17% | . | i | -1.8 | 51 | 4% | -3% | 6.4% | 1% | 13%
COc1ccc(C(CC(=O)Nc2ccc(C)cn2)N2Cc3ccccc3C2=O)cc1 (stereo not drawn) | 23% | -1.3% | 0.2% | -1.1 | 70 | -1% | -5% | 0.8% | 8% | 7%
Cc1cccc(N(C)C(=O)c2cc3cc4ccc(C)cc4nc3o2)c1 | 6% | -0.1% | -1.1% | . | . | 12% | -2% | . | 1% | -3%
O=C(Nc1nnc(SCC(=O)N2CCCCC2)s1)c1cccs1 | 10% | -0.8% | 0.3% | -1.3 | 63 | 4% | 1% | 1.8% | -5% | 2%
COC(=O)c1nnn(CC(=O)Nc2cccc(Cl)c2C)c1C(=O)OC | 4% | -0.2% | 0.4% | 2.3 | 78 | 3% | 2% | 0.0% | 2% | -2%
CCC(=O)c1ccc2c(c1)N(CCCN(C)C)c1ccccc1S2 | 22% | 2.3% | 8.5% | -2.1 | 48 | . | -1% | -2.1% | 23% | .
CC(=O)N1c2ccc(S(=O)(=O)NCCC(=O)NCCc3ccc(Cl)cc3)cc2CC1C (stereo not drawn) | 11% | 0.1% | -0.2% | 1.2 | 55 | -2% | 1% | 6.6% | 4% | 3%
Cc1ccc(OCC(=O)N/N=C/c2cccnc2)cc1C | 5% | 0.7% | 0.3% | -0.6 | 49 | -5% | -4% | 0.0% | 6% | 11%
S=C(Nc1cccc(Br)c1)N1CCn2cccc2C1c1cccnc1 (stereo not drawn) | 8% | -0.6% | 0.4% | 2.8 | 58 | 18% | -3% | -1.9% | 1% | -3%
Cn1c(=O)c2c(nc(NCCCO)n2Cc2cccc(C(F)(F)F)c2)n(C)c1=O | -2% | -0.5% | 0.4% | -0.5 | 59 | 9% | 1% | 0.8% | 13% | -4%
Cc1cccc(/C=N/NC(=O)c2cccc(NC(=O)c3ccccc3)c2)n1 | 4% | -0.1% | -0.1% | 0.4 | 91 | 0% | -2% | 1.8% | 7% | 13%
COCCNC(=O)CN(C(=O)CCC(=O)Nc1ccccn1)c1ccccc1OC | 7% | -0.4% | 1.9% | -0.3 | 63 | 5% | -7% | -0.3% | 6% | 4%
O=C1C(Cl)=C(Nc2ccccc2)C(=O)c2ccccc21 | 4% | -1.3% | 0.3% | . | . | -4% | 6% | -0.8% | 9% | -6%
O=C(c1ccc(C(=O)N2CCN(c3ccccc3F)CC2)nc1)N1CCN(c2ccccc2F)CC1 | . | 0.2% | 0.2% | -1.5 | 60 | 6% | -6% | 0.8% | 1% | -9%
COc1ccccc1N1CCN(C(=O)CCn2c(=O)[nH]c3ccccc3c2=O)CC1 | 9% | 1.6% | 0.7% | -0.7 | 84 | 2% | 1% | 0.4% | 2% | 1%
CCOC(=O)Nc1ccc2c(c1)N(C(=O)CCN1CCN(CCO)CC1)c1ccccc1S2 | . | 0.1% | 0.9% | 0.0 | 33 | . | 1% | 1.7% | 13% | .
Cc1ccc(S(=O)(=O)N2CCN(C(=O)c3ccc4nc[nH]c4c3)CC2)cc1 | 8% | . | 0.7%[50 µM] | 0.2 | 58 | . | -9% | 0.3% | 3% | .
COC(=O)CSc1nc(N2CCCCC2)c2c(c1C#N)CCCC2 | 5% | 0.1% | 2.2% | 19 | 58 | 1% | -5% | 2.8% | 7% | 6%
COc1cccc(NC2=NC3(CCCCC3)N=C(N)N2)c1 | 9% | -0.5% | -0.6% | -2.0 | 75 | 0% | -3% | 1.8% | 6% | -6%
COc1cccc(CN2CCNC(=O)C2CC(=O)N(C)CC2CCOCC2)c1 (stereo not drawn) | 23% | -0.1% | -0.1% | 1.3 | 58 | 4% | 1% | 0.7% | 4% | 12%
Cn1c(OCc2ccc3c(c2)OCO3)nc2c1c(=O)n(Cc1ccc(Cl)c(Cl)c1)c(=O)n2C | 1% | . | 0.4%[50 µM] | 0.0 | 79 | 0% | -2% | ? | 8% | -5%
Cc1cccc(NC(=S)N(CCc2nc3cc(C)c(C)cc3[nH]2)Cc2cccnc2)c1 | 18% | -0.4% | 2.2% | 0.0 | 54 | 4% | -3% | 2.4% | 2% | 35%
CN(C)CCCN(C(=O)CCOc1ccccc1)c1nc2c(F)cccc2s1 | -51% | -0.5% | 0.3% | . | . | 14% | -80% | . | -3% | -17%
COc1ccccc1/C=N/NC(=O)Cn1cnc([N+](=O)[O-])n1 | 6% | 0.2% | 0.1% | -1.0 | 72 | 4% | -1% | 0.9% | 13% | 5%
Cc1cccc(-c2nnc(SCC(=O)Nc3cc(C)on3)n2C)c1 | 9% | -0.1% | -1.3% | -1.4 | 46 | -2% | 1% | 2.1% | 4% | 5%
CCOc1ccc(CN2CCN(Cc3nc4c(s3)CCCC4)CC2CCO)cc1 (stereo not drawn) | 8% | -0.8% | 0.3% | -0.9 | 88 | 9% | -14% | 1.5% | 11% | -6%

Compound activity: PubChem, several laboratories
